# Screening data (PubChem BioAssay)
# Pf Dd2 inh = Plasmodium falciparum Dd2 growth inhibition. P. falciparum Dd2 growth, SYBR Green, 72 h. actives 4.3% (n = 120,000). Potency, µM (highest dose often 28.9 µM), inactives show top-dose activity, negative = inhibition, actives largely listed as inhibitors; active = well fitted inhibition curve with a large enough effect; inconclusive = small, poorly fitted or top-dose-only effect; inactive = no such curve, though single readings can be large or run the other way;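 note: plate controls were DMSO vehicle for no effect and reference drug for full effect; nearly all actives have a fitted effect of over 65% in size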
#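 Infected erythrocytes (Dd2, 0.3% parasitemia, 2.5% hematocrit final) are added to compound in RPMI-1640/Albumax II medium, grown 72 h at 37C in low oxygen, then lysed with saponin/Triton-X containing SYBR Green and read by fluorescence.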
# The depositor's hits bear a star; i = inactive; ? = inconclusive; [ ] = another dose, or the depositor's remark. Potency is the fitted concentration of half-maximal effect.
SMILES,Pf Dd2 inh
COc1cccc(CNC2CCCc3nc(-c4cccnc4)ncc32)c1 (stereo not drawn),?
CN(Cc1ccccc1)C(=O)c1coc(CN2CCN(c3ccccc3F)CC2)n1,-18%
COC(=O)[C@H](Cc1ccc(OC)cc1)NC(=O)[C@H]1CN(C(=O)c2ccc(N(C)C)cc2)CCN1C(=O)c1cccs1,0.14µM*
Cc1noc([C@H]2CCN(S(=O)(=O)c3c(C)noc3C)C[C@H]2NC(=O)C2CC2)n1,76%[activator]
O=C(N[C@H]1CCOC[C@H]1C1CCOCC1)c1cc2ncccn2n1,2%
O=C(c1ccc(C2CCCNC2)cc1)N1CCCN(c2ccc(F)cc2)CC1 (stereo not drawn),?
CC(C)C(=O)N1CCc2[nH]nc(C(=O)NCCCc3ccccc3)c2C1,i
O=C1CCN(C(=O)C2CCN(C(=O)c3ccoc3)CC2)CCCCCCN1,-7%
CCc1ccc(C(=O)NC2CCN(c3cnn(CC4CC4)c(=O)c3)CC2)cc1,i
O=C(NC[C@H]1C[C@@H]2CCN1C[C@@H]2CN1CCC(Cc2ccccc2)CC1)Nc1ccccc1,i
CCNC[C@H]1O[C@H](Cc2cc(-c3ccc(F)cc3)on2)CC[C@@H]1O,?
CCOc1ccc(-c2cc3c(=O)n(CCNC(=O)c4ccc(OC)cc4)ccn3n2)cc1,i
O=C(NCc1cccc(Br)c1)c1cnn(-c2ccc(F)cc2)c1-n1cccc1,?
CC(NC(=O)c1ccc2c(c1)N(Cc1ccc(Cl)cc1)C(=O)c1ccccc1S2(=O)=O)c1ccccc1 (stereo not drawn),?
COc1ccc(CNC(=O)C(=O)NCC(c2cccnc2)N2CCN(c3ccccc3F)CC2)cc1 (stereo not drawn),?
CCN(CC)C(=O)CC[C@H]1CNC(=O)[C@@H]2[C@@H](CCN2Cc2csnn2)N1C,3%[44.1 µM]
Cn1cc(C(=O)N2CCC3(CCN(C4CCOCC4)CC3)C(CO)C2)cn1 (stereo not drawn),?
O=C1NCCCCCCN(C(=O)C2CCC2)[C@H]2C[C@H](c3nc(-c4cccnc4)no3)C[C@@H]12,?
CCC(C(=O)N1CCN(c2ccc(OC)cc2)CC1)n1nc(C)n2c(cc3occc32)c1=O (stereo not drawn),11%
COc1ccc(N2CC(C(=O)N3CCC(C(=O)NCc4ccc(F)cc4)C3)NC2=O)cc1 (stereo not drawn),-2%
COc1ccc(Cn2c(C(=O)O)c(CNCc3ccc(C)o3)c3ccc(C)cc32)cc1,?
COCCNC(=O)NC[C@H]1O[C@@H]2C[C@@H](CC(=O)NCc3nccn3C)O[C@@H]2[C@@H]1O,16%[44.1 µM]
Cc1ccccc1OCc1nnc(SCc2cc(=O)c3ccccc3[nH]2)n1C,25%
CN(C)CCNC(=O)C[C@@H]1c2nc(NC(=O)c3ccco3)sc2C[C@@H]2[C@](C)(CO)[C@H](O)CC[C@]21C,?
COc1ccc(CCNC(=O)c2c(C)noc2-c2cccs2)cc1,i
O=C(C1CCCC1)N1CCC2(CC1)CC(c1cccnc1)=NO2,-14%
Fc1ccc(-n2ncc3c(N4CCCCCC4)ncnc32)cc1,i
COc1ccc(NC(=O)c2cccc3c2CCN3C(=O)Nc2ccc(F)cc2)c(C)c1,?
O=C(O)c1cccc(-c2n[nH]c3c2CC(=O)N(CCOc2ccccc2)C3)c1,-12%[44.1 µM]
CN(CCCNC(=O)c1cc2c(=O)n(C)c3ccccc3c2s1)Cc1ccccc1,10µM*
CC(C)c1cnc(-c2cccnc2)[nH]1,-18%[44.1 µM]
O=C(N[C@H](c1ccccn1)C1CC(O)C1)c1cc(=O)n(-c2ccccc2)[nH]1 (stereo partly drawn),1.4µM*
COc1cc2c(cc1OCc1ccccc1)N(C(=O)CC1CC1)CC21CCN(C)CC1,?
CC(=O)N1CCC(N2CCOC[C@H]2c2ncc(C(C)(C)C)[nH]2)CC1,-2%[44.1 µM]
NCCCC(=O)N1CCC2(CC1)CN([S+](=O)([O-])c1ccccc1)CCO2,12%
O=C(NCCCN1CCN(c2ccccc2)CC1)c1cc2c(s1)-c1ccccc1OC2,-22%
Cc1cccc(C(=O)NCCc2noc(-c3cccnc3)n2)c1,-5%
COc1ccc(-c2noc(-c3cccn3CC(=O)NCCc3ccccc3)n2)cc1F,0.25µM*
COC(=O)[C@@H]1Cc2ncn(Cc3ccc(Cl)cc3)c2CN1C(=O)CC(C)(C)CC(=O)O,-18%
Cc1c(Cl)cccc1Nc1nn2c(=O)c3ccc(C(=O)NCCC4=CCCCC4)cc3nc2s1,4µM*
CC1(C(=O)O)CCN([S+](=O)([O-])c2cc(C(F)(F)F)cc(C(F)(F)F)c2)CC1,12%
CN(C)c1ccc(C(=O)N2CCC3(CC2)c2nccn2-c2ccccc2CN3C)cc1,14%[5.79 µM]
Cc1ccc(CCNC(=O)c2cc3c(s2)-c2c(C)cccc2OC3)cc1,-2%
Cc1cccc2c1nc1n2[C@@H](CNC(=O)c2ccc3c(c2)OCO3)COC1,i
O=C(c1cnccn1)N1CCCCCC1c1nnc(-c2ccccc2)o1 (stereo not drawn),i
Cc1ccccc1CN1Cc2nc(N3CCCC3)ccc2OCC1=O,10µM*
Cn1nc(C(=O)N2C[C@@H](CO)[C@H](c3ccccn3)C2)c2ccccc21,4%
c1ccc(-c2ccc3ncc(Nc4ccc(N5CCOCC5)cc4)n3n2)cc1,-17%[44.1 µM]
Cc1noc(-c2cn(C3CCCN(C(=O)c4ccc(C)c(C)c4)C3)nn2)n1 (stereo not drawn),?
Cc1cccc(-c2noc(-c3ccc(NC4CCCC4)c([N+](=O)[O-])c3)n2)c1,27%
O=C([C@H]1C[C@H](Oc2ccccc2)CN1C(=O)c1ccco1)N1CCOCC1,-4%
COc1ccccc1-n1cc(CNC(=O)C(N)c2c(C)n[nH]c2C)cn1 (stereo not drawn),1%
Cc1cnn(CC(=O)N[C@@H]2CN(C3CCOCC3)C[C@H]2CN(C)C)c1,39%[activator]
Cc1cc2oc(C(=O)N(Cc3ccc(N(C)C)cc3)CC3CCCO3)c(C)c2cc1C (stereo not drawn),-9%
CN(C)CC(=O)N1C[C@@H]2C[C@H](C1)c1c(-c3cccc(C#N)c3)ccc(=O)n1C2,2%[44.1 µM]
O=C(Cc1ccccc1)Nc1ccnn1C1CCN(Cc2ccc3cccc(F)c3n2)CC1,?
COc1ccc(CNC(=O)c2cnc(N3CCOCC3)c3ccccc23)cc1,8%
O=C(Nc1ccccc1C(=O)OCc1cc(=O)n2c3c(sc2n1)CCCC3)c1ccc(Cl)cc1,19%
CCCN1CCc2[nH]cnc2C12CCN(C(=O)CC1C=CS(=O)(=O)C1)CC2 (stereo not drawn),22%
COc1cccc(-c2nn(-c3ccccc3)c(OC(C)=O)c2-c2ccc(NC(=O)C3CCCC3)cc2)c1,?
# Following part.
SMILES,Pf Dd2 inh
Cc1ncc2c(n1)C[C@@H]1CC[C@H]2N1C(=O)C1CCCCC1,-9%
COc1ccc(NC(=O)c2ccc(-c3nc(CSc4ccc(C)cc4)c(C)o3)cc2)cc1Cl,i
COCCNC(=O)c1noc(-c2ccc[nH]c2=O)n1,64%[activator]
CCN(CC)C(=O)Cn1c(=O)n(CCc2ccccc2)c(=O)c2ccccc21,8%
CCOC(=O)c1c(C)[nH]c(CCC(=O)Nc2ccc(OC)c(OC)c2)c1C,-10%
COc1ccc(-c2[nH]ncc2C(=O)NCc2cccc(OC)c2)cc1,22%
Cc1cc(F)ccc1-c1[nH]nc2ncc(-c3ccsc3)nc12,i
OC1CC(c2cc(N3CCN(c4nsc5ccccc45)CC3)ncn2)C1 (stereo not drawn),?
CN1CCC(CN2CCC3(CC2)COCCN3C(=O)c2ccccc2)CC1,i
CCc1ccc(NC(=O)CN2C(=O)C3(SCC(=O)N3c3ccc(F)c(F)c3)c3ccccc32)cc1 (stereo not drawn),?
COCC(=O)N1CCC2(CC1)CC(Cc1nc(-c3cccnc3)no1)CCO2 (stereo not drawn),?
O=C(NCc1ccco1)c1cc2n(n1)CC(c1ccc3c(c1)OCO3)OC2 (stereo not drawn),i
CN(CC1CCOC1)S(=O)(=O)c1cccc(F)c1 (stereo not drawn),28%[5.79 µM]
CCCCNC(=O)CCC1N=C2c3ccccc3N=C(SCC(=O)NCCc3ccc(OC)c(OC)c3)N2C1=O (stereo not drawn),-11%
CC(=O)Nc1ccc(S(=O)(=O)NC[C@H]2C[C@@H]3CCN2C[C@@H]3c2cc(-c3ccccc3)nn2C)cc1,-3%
CCn1c2ccccc2c2nnc(N3CCN(c4ccc(OC)cc4)CC3)nc21,2%
COc1ccc(Cn2c(SCC(=O)N(C)Cc3ccccc3)nc3ccccc32)cc1,?
COc1ccc(CNC(=O)Cn2c(N3CCCCC3)nc(C)c(C)c2=O)cc1,?
O[C@@H]1C[C@@H](c2nc(-c3ccccc3)no2)N(Cc2cccc(OC(F)(F)F)c2)C1,i
CCCOC(=O)c1cccc(Nc2nc(C(=O)OCC)nc3ccccc23)c1,5.6µM*
CC(C)Oc1ccc(CNC(=O)CN2C(=O)CCn3nc(-c4cn(C)c5ccccc45)cc32)cc1,33%[activator]
O=C(c1cc2ccccc2oc1=O)N1CCN(c2ccc(Cl)cc2)CC1,13%
Fc1ccc(-c2noc3ncnc(NCCc4ccccc4)c23)cc1,29%
Cc1ccc(Cn2c(SCC(=O)NCc3ccc(Cl)cc3)nc3ccsc3c2=O)cc1,-15%
COc1ccc(-c2nn3c(=O)cc(CN4CCN(S(=O)(=O)c5ccc(C)cc5)CC4)nc3s2)cc1,11µM*
O=C1c2c(nc(COc3ccc(F)cc3F)n2Cc2ccccc2)NCCN1Cc1ccccc1F,-26%
O=C(NC1CCCCC1)N1[C@H]2CC[C@@H]1c1cncnc1C2,24%
COc1ccc(C2Nc3ccccc3-c3cc(C)nn32)c(OC)c1 (stereo not drawn),-2%
CCOc1ccc(NC(=O)NCCc2noc(-c3ccccc3)n2)cc1,-8%
Cc1cccc(NC(=O)Cn2nc3n(c2=O)CCCC3)c1C,?
COc1cccc(CNC(=O)CCc2c(C)nn(-c3ccc(N4CCOCC4)nn3)c2C)c1,34%[activator]
COc1cc2c(cc1OCc1ccncc1)NC(=O)C21CCN(Cc2ccccc2O)CC1,?
CN1CC2(CCCN(C(=O)c3conc3-c3ccccc3)CC2)OC1=O (stereo not drawn),-1%
COc1ccc(Nc2c3c(nc4ccc(NC(=O)/C=C/c5cccc(OC)c5OC)cc24)CCCC3)cc1OC,4µM*
CCCCC(=O)N1CCc2cc(OC)c(OC)cc2C1COc1ccc(OC)cc1 (stereo not drawn),?
O=C1N[C@H](CC(=O)N2CCOC(c3ccccc3)C2)C(=O)Nc2ccccc21 (stereo partly drawn),-18%
COc1ccc(NC(=O)c2nnn(Cc3nc(-c4cc(Br)ccc4OC)oc3C)c2C)cc1,26%
COc1ccc(CNC(=O)C2CCCN(S(=O)(=O)c3ccc4c(ccn4C)c3)C2)c(OC)c1 (stereo not drawn),-22%
COc1cccc(NC(=O)Cn2c(=O)c3c(n2Cc2ccccc2)CN(Cc2ccccc2)CC3)c1,3%
CC(C)CCNC(=O)CCN(CC(C)C)C(=O)c1ccoc1,i
CCOc1ccc(NC(=O)CSc2oc(-c3ccco3)nc2S(=O)(=O)c2ccc(Cl)cc2)cc1,47%[activator]
Cc1sc2cc(C(=O)NCc3cccnc3)[nH]c2c1CN1CCCCC1,i
CN1[C@@H](CCC(=O)N2CCOCC2)CNC(=O)[C@@H]2[C@H]1CCN2Cc1ccccc1,-15%[44.1 µM]
O=C(CN1CCCc2nc(C3CC3)ncc2C1=O)NCCCn1cccn1,2%
O=C(c1ccccc1F)N1CCn2c(nn(-c3ccc(Cl)cc3)c2=O)C1,?
CCOc1ccc(-c2cc(C(F)(F)F)c(C#N)c(SCC(=O)Nc3ccccc3)n2)cc1,21%
COc1ccc(-c2ccnc(N[C@H]3CO[C@H]4[C@@H]3OC[C@H]4OCC(=O)N(C)C)n2)cc1,?
COC(=O)[C@@H]1Cc2c([nH]c3ccccc23)[C@H]2C[C@H](NCCNC(C)=O)C[C@@H](c3ccc(C)cc3)N21,?
COc1ccc(N2C(=O)C3(CCCCC3)C2C(=O)N(C)C)cc1 (stereo not drawn),-10%
CCn1cc(-c2ccc(Cl)cc2)cc1C(=O)NCC(=O)OC,-6%
CC(C)C(=O)Nc1ccc(C2(C(=O)NCC3CC3)CCCCC2)cc1,-19%
CC(C)c1ccc(N2C(=O)CSC23C(=O)N(C)c2ccccc23)cc1 (stereo not drawn),?

# This is a subset. The share of hits here may be higher or lower than overall.
